# Screening data deposited in PubChem by several laboratories.
# PHOSPHO1 inh: inhibitors of human PHOSPHO1 phosphatase; Q8TCT1; recombinant PHOSPHO1, absorbance phosphatase assay; inhibition, % at 13.3 µM; 290,000 compounds, 1.1% hits; AID 1565; in the data active = inhibition above about 60%
# Target sequence (Q8TCT1 whole entry, looked up): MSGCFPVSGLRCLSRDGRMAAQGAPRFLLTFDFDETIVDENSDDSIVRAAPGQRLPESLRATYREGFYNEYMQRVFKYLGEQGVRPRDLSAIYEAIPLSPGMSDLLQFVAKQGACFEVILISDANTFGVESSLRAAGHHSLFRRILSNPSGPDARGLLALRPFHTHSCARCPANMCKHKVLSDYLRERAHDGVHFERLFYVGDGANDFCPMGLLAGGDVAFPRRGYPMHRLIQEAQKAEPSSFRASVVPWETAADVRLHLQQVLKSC
# IDE cell inh: inhibits human insulin-degrading enzyme in HEK cells; P14735; FAbetaB cleavage, fluorescence polarization; inhibition, % at 5.59 µM; 320,000 compounds, 0.41% hits; AID 434962;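 active = percent inhibition above the average of all tested compounds plus 3 SD, set per screening campaign, cut at about 16% in these data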;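 note: IDE supplied by intact live HEK cells; FP after avidin binding of uncleaved biotin substrate so inhibition keeps polarization high; 0% = DMSO wells and 100% = 60 µM reference IDE inhibitor Ii1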
# IMP-1 inh: blocks Pseudomonas aeruginosa IMP-1 metallo-beta-lactamase. purified IMP-1, nitrocefin hydrolysis, epi-absorbance fluorescence. inhibition, % at 5.6 µM. 290,000 compounds, 0.45% hits;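 active = inhibition above the mean plus 3 SD of all compounds in the same screening run, cut at about 4.5% in these data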;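 note: 0% = IMP-1 with DMSO and 100% = DMSO wells lacking enzyme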
#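 System: purified IMP-1; amount: IMP-1 0.2 nM before substrate addition; compound: single dose, 5.6 µM; times: 25 °C, 15 min preincubation, 25 min reaction; signal: Epi-absorbance via hydrolysed-nitrocefin quenching of white-plate fluorescence, 480/530 nm, EDTA stop; benchmarks: DMSO with and without IMP-1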
# PfM18AAP inh: PfM18AAP enzyme inhibition. recombinant PfM18AAP, H-Glu-NHMec fluorogenic cleavage. inhibition, % at 7.35 µM. 290,000 compounds, 1.2% hits. AID 1822;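 active = inhibition above the campaign mean inhibition over all tested compounds plus 3 SD, cut at about 28% in these data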;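 note: 0% = plate median of test compound wells and 100% = 2 mM ZnCl2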
# NALP1 inh: inhibitors of NALP1 inflammasome in yeast | 280,000 compounds, 0.61% hits | S. cerevisiae NALP1/ASC/caspase-1 growth, X-gal OD620, 72 h | inhibition, % at 10 µM; in the data active = inhibition mostly above about 24%, no sharp cut-off; inactive = mostly below about 32%; note: some compounds called inactive have numbers as strong as hits
# GPR7 antag: blocks human GPR7 receptor signaling; 290,000 compounds, 1.1% hits; P48145; GPR7-expressing cells, fluorescence antagonist assay; inhibition, % at 4.4 µM; AID 1861; in the data active = inhibition above about 16%, passing the limit was not always enough;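 note: cells stimulated with the agonist NPW; 0% = agonist with vehicle and 100% = vehicle without agonist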
# Target sequence (P48145 whole entry, looked up): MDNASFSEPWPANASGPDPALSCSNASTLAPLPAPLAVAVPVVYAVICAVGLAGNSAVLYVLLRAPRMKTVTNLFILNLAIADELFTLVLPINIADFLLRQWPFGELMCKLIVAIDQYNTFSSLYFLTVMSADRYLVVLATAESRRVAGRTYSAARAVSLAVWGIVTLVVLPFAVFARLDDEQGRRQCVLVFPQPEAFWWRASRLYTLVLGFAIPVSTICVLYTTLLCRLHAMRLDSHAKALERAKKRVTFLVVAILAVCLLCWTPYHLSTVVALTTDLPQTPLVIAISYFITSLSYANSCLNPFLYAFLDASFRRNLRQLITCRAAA
# VIM-2 inh: inhibitors of Pseudomonas aeruginosa VIM-2 metallo-beta-lactamase. 290,000 compounds, 0.89% hits. AID 1527. inhibition, % at 5.6 µM. purified VIM-2, nitrocefin hydrolysis, epi-absorbance fluorescence;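 active = inhibition above the mean of all tested compounds plus 3 SD, cutoff set per screening run, cut at about 7.5% in these data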;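 note: red hydrolysis product quenches plate fluorescence so inhibitors raise well fluorescence; 0% = enzyme with DMSO and 100% = DMSO without enzyme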
# pCIP destab: lowers stability of the mouse p/CIP coactivator protein | Q05BA5 | 290,000 compounds, 0.01% hits | decrease of EGFP signal, % at 10 µM | F442A p/CIP-EGFP cells, EGFP fluorescence, 16 h | AID 1984;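 active = EGFP signal decrease of at least 30% at 10 µM or well 3 SD below plate mean, unless failing retest; inactive = the rest, including hits failing retest or dose response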; note: some compounds called inactive have numbers as strong as hits; many of its hits are not listed in these tables
# IDE cell activ: activators of human insulin-degrading enzyme in cells | P14735 | activation, % at 5.96 µM | AID 493087 | HEK cells, FAbeta-B cleavage, fluorescence polarization; 0% vehicle, 100% cell-free pure enzyme wells | 340,000 compounds, 0.073% hits;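 active = activation above the mean of all tested compounds plus 3 SD, set per screening campaign, cut at about 17% in these data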
# Active calls of the source: *; . = not tested or not shown.
# Labels used below – A = PHOSPHO1 inh; B = IDE cell inh; C = IMP-1 inh; D = PfM18AAP inh; E = NALP1 inh; F = GPR7 antag; G = VIM-2 inh; H = pCIP destab; I = IDE cell activ
> CC(C)(CO)NCC(=O)Nc1cc(C(F)(F)F)cc(NC(=O)CNC(C)(C)CO)c1Cl
  A = -6.2; B = 1.9; C = -3.0; D = -11.9; E = 24.2; F = -12.3; G = -2.0; H = -3.8; I = 0.7
> C/C(=N\NC(=O)c1ccccc1C)c1ccc(NC(=O)c2cccs2)cc1
  A = 12.8; B = -0.2; C = -1.4; D = -9.0; E = 4.6; F = 7.4; G = -2.4; H = -7.6; I = 4.7
> Cc1ccc(C(=O)Nc2ccc(N3CCN(C)CC3)cc2)cc1
  A = 39.5; B = -0.9; C = -6.6; D = 9.8; E = 27.9; F = -9.3; G = 9.7*; H = -0.5; I = -4.7
> CCN(CC)S(=O)(=O)c1ccc(Cl)c(C(=O)OCC(=O)c2c(N)n(C)c(=O)n(C)c2=O)c1
  A = -0.5; B = 9.8; C = -2.1; D = 0.1; E = -4.6; F = -9.5; G = -2.0; H = 2.5; I = -0.2
> Cn1ncc(Cl)c(Oc2ccccc2)c1=O
  A = 19.4; B = 0.1; C = -0.3; D = 4.0; E = 35.3; F = -1.9; G = 2.8; H = -0.3; I = 6.4
> O=C(CCN1CCc2ccccc2C1)Nc1ccc2c(c1)OCO2
  A = 3.6; B = -1.8; C = 1.0; D = -1.3; E = 28.3; F = -11.4; G = -0.6; H = -2.4; I = 4.0
> Cc1sc2nc3n(c(=O)c2c1C)CCCS3
  A = 14.4; B = 5.0; C = -5.2; D = 0.0; E = 9.4; F = 4.2; G = 3.2; H = -12.8; I = -8.4
> CCN1CCN(c2ccc(N=Cc3ccccc3O)cc2)CC1
  A = 14.6; B = -4.9; C = -10.3; D = -2.2; E = -7.0; F = -6.5; G = 39.6*; H = -6.8; I = 1.4
> CCN(C(=O)/C=C/c1ccc(OC)cc1)C1CCCCC1
  A = 34.3; B = 0.4; C = -4.0; D = 14.9; E = 14.9; F = -11.2; G = -1.9; H = -3.8; I = 0.6
> Cc1ccc(S(=O)(=O)N2CCC(C(=O)N[C@H](C(=O)NC3CCS(=O)(=O)C3)C(C)C)CC2)cc1 (stereo partly drawn)
  A = -18.6; B = 1.3; C = -3.0; D = -12.0; E = 33.0; F = 8.3; G = -2.5; H = 5.3; I = 1.6
> COc1ccc(S(=O)(=O)N(C)CC(=O)N2CCC(C(N)=O)CC2)cc1Cl
  A = -6.1; B = 4.8; C = -2.2; D = 1.0; E = 3.1; F = -9.6; G = -5.3; H = -13.8; I = 0.8
> Cc1ccccc1C1=NC(c2ccc(F)cc2F)ON1 (stereo not drawn)
  A = 10.9; B = 2.9; C = -2.1; D = 4.2; E = 4.7; F = 3.6; G = -0.7; H = 5.6; I = 2.3
> COc1cc2nc(CCc3ccccc3)oc(=O)c2cc1OC
  A = 32.2; B = -0.2; C = -2.0; D = -2.4; E = 13.0; F = -12.2; G = 2.0; H = -14.1; I = 6.2
> CN(Cc1cccc(-n2cccn2)c1)C(=O)CCc1nnc(C2CCCCC2)o1
  A = -8.7; B = 3.4; C = -3.6; D = -1.6; E = -3.9; F = -1.0; G = -3.0; H = -4.1; I = 5.0
> C=CCNC(=O)COc1ccc(Br)cc1Cl
  A = 5.6; B = 6.3; C = 1.0; D = -4.9; E = -9.7; F = 2.0; G = 0.7; H = -11.8; I = 0.6
> O=C(NCc1cccnc1)c1ccc(CS(=O)(=O)c2ccc(Br)cc2)o1
  A = -28.1; B = 2.8; C = -3.4; D = -15.3; E = -16.2; F = -0.4; G = 0.9; H = -6.4; I = 3.2
> O=c1[nH]c(CCl)nc2cc(-c3ccc(F)cc3)sc12
  A = 17.4; B = 0.3; C = -4.2; D = 7.8; E = 7.9; F = 2.4; G = -1.4; H = 3.2; I = 2.3
> O=C(NCc1ccccc1Br)c1ccncc1
  A = 19.0; B = 7.3; C = -5.5; D = -1.2; E = 5.3; F = -1.6; G = -1.7; H = 4.3; I = -10.5
> COc1ccc(-n2cnc3ccccc32)cc1
  A = -4.4; B = -5.6; C = -2.0; D = -5.6; E = 22.5; F = 4.7; G = -0.2; H = 3.7; I = 8.9
> CCNc1nc(Oc2ccc(Cl)cc2Cl)cc(C(F)(F)F)n1
  A = -11.3; B = -4.7; C = -2.0; D = -4.1; E = 28.2; F = 10.8; G = -4.6; H = 8.4; I = 1.0
> C=CCn1c(SCC(=O)Nc2ccc(F)cc2F)nc2c([nH]c3ccccc32)c1=O
  A = 19.2; B = -2.2; C = -0.7; D = 0.7; E = 29.5; F = 1.7; G = -0.6; H = 9.9; I = 4.6
> COc1ccc(CNC(=O)CC(NC(N)=O)c2ccccc2Cl)cc1OC (stereo not drawn)
  A = -2.0; B = 7.2; C = -3.6; D = -6.7; E = 1.8; F = 8.1; G = -3.3; H = -15.0; I = -0.5
> COC(=O)C(NC(=O)c1ccccc1Cl)(Nc1ncc(S(=O)(=O)c2ccc([N+](=O)[O-])cc2)s1)C(F)(F)F (stereo not drawn)
  A = 28.6; B = -2.5; C = -1.9; D = -6.5; E = 5.2; F = 34.3*; G = -3.9; H = -0.7; I = -0.8
> COC(=O)Nc1ccc(S(=O)(=O)N2CCC(C(=O)N3CCCC(C)C3)CC2)cc1 (stereo not drawn)
  A = 26.0; B = 5.0; C = -1.5; D = 5.3; E = 37.8*; F = -3.4; G = -1.9; H = 20.0; I = 0.2
> CC(=O)Nc1ccc(NC(=O)c2ccc(CN3CCc4ccccc4C3)cc2)cc1
  A = 14.1; B = 8.8; C = -3.0; D = 18.6; E = 13.2; F = -9.8; G = -0.9; H = -6.0; I = 0.4
> O=C(c1cc2ccccc2oc1=O)N(Cc1ccco1)CC1CCCO1 (stereo not drawn)
  A = -11.8; B = 4.2; C = -2.2; D = 1.6; E = 8.3; F = -6.9; G = -3.2; H = -10.6; I = 4.1
> O=C(NNc1c2ccccc2nc2ccccc12)C12CC3CC(CC(C3)C1)C2
  A = 35.8; B = 0.1; C = -0.5; D = 2.9; E = 19.0; F = 5.7; G = -0.1; H = 5.8; I = -3.1
> O=C1C(NS(=O)(=O)c2cccs2)=C(N2CCN(c3cccc(C(F)(F)F)c3)CC2)C(=O)c2ccccc21
  A = 17.1; B = -3.3; C = -1.8; D = -0.7; E = 9.7; F = 0.3; G = -0.9; H = -13.3; I = 0.4
> CCS(=O)(=O)c1ccc2c(c1)N(S(=O)(=O)c1cccs1)CC(C(=O)O)O2 (stereo not drawn)
  A = 43.1; B = 6.5; C = -4.5; D = 4.7; E = -2.1; F = -6.2; G = 0.0; H = -21.6; I = 6.6
> CCCCNC(=O)OCCSCCS(=O)(=O)c1ccc(Cl)cc1
  A = 14.7; B = 1.7; C = -1.5; D = -11.9; E = 15.0; F = 3.8; G = -2.5; H = -15.8; I = 2.9
> Cc1cccc(OCCn2ccnc2)c1
  A = .; B = -7.5; C = -1.1; D = -5.2; E = .; F = -2.4; G = -1.8; H = 1.9; I = 2.1
> COc1cccc(C(=O)Nc2ccc(-c3nc4ccccc4o3)c(O)c2)c1
  A = -17.9; B = 0.9; C = -3.7; D = 3.0; E = 36.9; F = -5.9; G = -4.0; H = -14.4; I = -7.3
> CCCCOc1ccc(C(=O)N/N=C/c2ccc(OCCN3CCCCC3)c(OC)c2)cc1
  A = -9.0; B = 2.5; C = -5.0; D = 4.9; E = 13.2; F = -10.9; G = -1.1; H = -6.3; I = 6.3
> CCn1c(SCC(=O)Nc2ccc(Br)cc2)nc2sc3c(c2c1=O)CCN(C)C3
  A = 11.9; B = 6.7; C = -2.3; D = 7.7; E = 6.7; F = 1.0; G = -6.1; H = 1.8; I = -4.3
> COc1ccccc1OCC(=O)Nc1nc2c(s1)CCCC2
  A = 34.4; B = -1.8; C = -0.4; D = -5.2; E = 20.6; F = -7.2; G = 0.3; H = 3.2; I = 3.5
> CS/C(=C\[N+](=O)[O-])Nc1ccc(F)cc1
  A = -12.2; B = 2.7; C = 1.4; D = 0.7; E = 24.2; F = 23.4*; G = -3.0; H = -11.0; I = -2.0
> COc1ccc(NC(=O)C2CCN(C(=O)c3ccc(OC)cc3)CC2)cc1
  A = 9.2; B = 0.7; C = -3.4; D = 1.3; E = 58.5; F = 0.6; G = -1.4; H = 0.9; I = 0.0
> O=C(CSCc1ccc(Cl)cc1)NCC1CCCO1 (stereo not drawn)
  A = 26.1; B = 0.2; C = -2.6; D = -5.5; E = -5.4; F = -5.7; G = -2.1; H = 14.8; I = 2.9
> COc1cc(/C=N/NC(=O)c2cc(C)oc2C)ccc1O
  A = -18.3; B = -3.3; C = -0.8; D = 10.1; E = 0.7; F = 3.6; G = -0.9; H = 0.8; I = 4.1
> CCOc1ccc(-n2c(C)c(C(C)=O)c3cc(OCC(N)=O)ccc32)cc1
  A = 18.8; B = 3.7; C = -1.0; D = -1.2; E = 3.7; F = 13.0; G = 0.7; H = -23.4; I = 0.4
> O=C(NC1CCCc2ccccc21)c1cc(Cl)ccn1 (stereo not drawn)
  A = 22.4; B = -0.7; C = -3.1; D = -3.4; E = 22.2; F = -5.8; G = 0.9; H = -3.3; I = -1.1
> Cc1cc2ncc(C(=O)N=CN(C)C)cn2n1
  A = 45.6; B = -1.2; C = -2.2; D = 0.1; E = 6.3; F = -9.6; G = -1.6; H = -3.3; I = 5.1
> Nc1ccc(-c2nnc(-c3ccc(-c4ccccc4)cc3)o2)cc1
  A = 71.5*; B = 5.9; C = -0.3; D = -12.4; E = 13.5; F = -7.4; G = -1.6; H = -2.4; I = -3.6
> COc1ccc(-n2nc3c(c2NC(=O)C2CC2)CS(=O)(=O)C3)cc1
  A = 31.8; B = 2.1; C = -1.4; D = 1.1; E = 15.8; F = -11.9; G = -2.2; H = -14.3; I = 6.0
> COc1ccc(NC(=O)COC(=O)CCc2ccccc2)c(OC)c1
  A = 26.9; B = -0.2; C = -2.2; D = -1.7; E = 9.3; F = 4.9; G = -4.2; H = -5.2; I = 5.0

# Record cards (already shown). Screens in order: PHOSPHO1 inh, IDE cell inh, IMP-1 inh, PfM18AAP inh, NALP1 inh, GPR7 antag, VIM-2 inh, pCIP destab, IDE cell activ
# Results for `COc1cc(/C=N/NC(=O)c2cc(C)oc2C)ccc1O` → -18.3, -3.3, -0.8, 10.1, 0.7, 3.6, -0.9, 0.8, 4.1
# Results for `COc1ccc(-n2nc3c(c2NC(=O)C2CC2)CS(=O)(=O)C3)cc1` → 31.8, 2.1, -1.4, 1.1, 15.8, -11.9, -2.2, -14.3, 6.0
# Results for `CCOc1ccc(-n2c(C)c(C(C)=O)c3cc(OCC(N)=O)ccc32)cc1` → 18.8, 3.7, -1.0, -1.2, 3.7, 13.0, 0.7, -23.4, 0.4
# Results for `COc1ccccc1OCC(=O)Nc1nc2c(s1)CCCC2` → 34.4, -1.8, -0.4, -5.2, 20.6, -7.2, 0.3, 3.2, 3.5
# Results for `CCCCOc1ccc(C(=O)N/N=C/c2ccc(OCCN3CCCCC3)c(OC)c2)cc1` → -9.0, 2.5, -5.0, 4.9, 13.2, -10.9, -1.1, -6.3, 6.3
